Anthrax LF inh2: blocks Bacillus anthracis lethal factor protease. P15917. multiplex microsphere protease cleavage assay, LF. inhibition, % at 10 µM. hit rate 0.12% among 360,000. AID 588501; also: plate controls were buffer without enzyme for full effect and enzyme alone for no effect
FadD28 binding: blocks FadD28 binding to the bisubstrate probe; fluorescence polarization; inhibition, % at 12.5 µM; hit rate 0.22% among 360,000; AID 588549; in the data active = inhibition above about 8.5%, passing the limit was not always enough; inconclusive = no clear call, values can overlap the other calls
PrPC TRFRET: inhibitors of human cell surface prion protein PrPC | P04156 | TR-FRET read-out | inhibition, % at 13.8 µM | hit rate 0.43% among 370,000 | AID 720596; in the data active = inhibition above about 24%; also: 0% = median of the test wells and 100% = reference compound wells
BoNT-F LC inh: inhibitors of Botulinum neurotoxin F light chain protease | Multiplex microsphere protease cleavage assay, flow cytometry | inhibition, % at 10 µM | hit rate 0.22% among 360,000 | AID 588497; in the data active = inhibition above about 35%, passing the limit was not always enough; inconclusive = no clear call, values can overlap the other calls; also: plate controls were buffer without enzyme for full effect and enzyme alone for no effect
CCHF vOTU inh: CCHFV vOTU protease inhibition. inhibition, % at 11.5 µM. Pep-AMC fluorescence. hit rate 0.55% among 370,000; in the data active = inhibition above about 30%; also: 0% = vehicle wells with enzyme and 100% = no enzyme wells
Yp Topo-I inh: blocks Yersinia pestis topoisomerase I activity. Y. pestis Topo-I cleavage product accumulation, plate reader. activity, % at 10 µM. hit rate 0.064% among 360,000; in the data active = activity above about 50%, passing the limit was not always enough; inconclusive = no clear call, values can overlap the other calls; also: inactives centre near 2
BoNT-A LC inh2: blocks Botulinum neurotoxin A light chain protease | hit rate 0.17% among 360,000 | inhibition, % at 10 µM | multiplex microsphere protease substrate cleavage, flow cytometry; also: plate controls were buffer without enzyme for full effect and enzyme alone for no effect
TcdB inh: blocks C. difficile toxin B glycohydrolase activity; hit rate 0.24% among 350,000; AID 652162; TcdB glycohydrolase enzymatic assay, plate reader; inhibition, % at 9.99 µM; P18177; in the data active = inhibition above about 10%
Target sequence (P18177 whole entry, looked up): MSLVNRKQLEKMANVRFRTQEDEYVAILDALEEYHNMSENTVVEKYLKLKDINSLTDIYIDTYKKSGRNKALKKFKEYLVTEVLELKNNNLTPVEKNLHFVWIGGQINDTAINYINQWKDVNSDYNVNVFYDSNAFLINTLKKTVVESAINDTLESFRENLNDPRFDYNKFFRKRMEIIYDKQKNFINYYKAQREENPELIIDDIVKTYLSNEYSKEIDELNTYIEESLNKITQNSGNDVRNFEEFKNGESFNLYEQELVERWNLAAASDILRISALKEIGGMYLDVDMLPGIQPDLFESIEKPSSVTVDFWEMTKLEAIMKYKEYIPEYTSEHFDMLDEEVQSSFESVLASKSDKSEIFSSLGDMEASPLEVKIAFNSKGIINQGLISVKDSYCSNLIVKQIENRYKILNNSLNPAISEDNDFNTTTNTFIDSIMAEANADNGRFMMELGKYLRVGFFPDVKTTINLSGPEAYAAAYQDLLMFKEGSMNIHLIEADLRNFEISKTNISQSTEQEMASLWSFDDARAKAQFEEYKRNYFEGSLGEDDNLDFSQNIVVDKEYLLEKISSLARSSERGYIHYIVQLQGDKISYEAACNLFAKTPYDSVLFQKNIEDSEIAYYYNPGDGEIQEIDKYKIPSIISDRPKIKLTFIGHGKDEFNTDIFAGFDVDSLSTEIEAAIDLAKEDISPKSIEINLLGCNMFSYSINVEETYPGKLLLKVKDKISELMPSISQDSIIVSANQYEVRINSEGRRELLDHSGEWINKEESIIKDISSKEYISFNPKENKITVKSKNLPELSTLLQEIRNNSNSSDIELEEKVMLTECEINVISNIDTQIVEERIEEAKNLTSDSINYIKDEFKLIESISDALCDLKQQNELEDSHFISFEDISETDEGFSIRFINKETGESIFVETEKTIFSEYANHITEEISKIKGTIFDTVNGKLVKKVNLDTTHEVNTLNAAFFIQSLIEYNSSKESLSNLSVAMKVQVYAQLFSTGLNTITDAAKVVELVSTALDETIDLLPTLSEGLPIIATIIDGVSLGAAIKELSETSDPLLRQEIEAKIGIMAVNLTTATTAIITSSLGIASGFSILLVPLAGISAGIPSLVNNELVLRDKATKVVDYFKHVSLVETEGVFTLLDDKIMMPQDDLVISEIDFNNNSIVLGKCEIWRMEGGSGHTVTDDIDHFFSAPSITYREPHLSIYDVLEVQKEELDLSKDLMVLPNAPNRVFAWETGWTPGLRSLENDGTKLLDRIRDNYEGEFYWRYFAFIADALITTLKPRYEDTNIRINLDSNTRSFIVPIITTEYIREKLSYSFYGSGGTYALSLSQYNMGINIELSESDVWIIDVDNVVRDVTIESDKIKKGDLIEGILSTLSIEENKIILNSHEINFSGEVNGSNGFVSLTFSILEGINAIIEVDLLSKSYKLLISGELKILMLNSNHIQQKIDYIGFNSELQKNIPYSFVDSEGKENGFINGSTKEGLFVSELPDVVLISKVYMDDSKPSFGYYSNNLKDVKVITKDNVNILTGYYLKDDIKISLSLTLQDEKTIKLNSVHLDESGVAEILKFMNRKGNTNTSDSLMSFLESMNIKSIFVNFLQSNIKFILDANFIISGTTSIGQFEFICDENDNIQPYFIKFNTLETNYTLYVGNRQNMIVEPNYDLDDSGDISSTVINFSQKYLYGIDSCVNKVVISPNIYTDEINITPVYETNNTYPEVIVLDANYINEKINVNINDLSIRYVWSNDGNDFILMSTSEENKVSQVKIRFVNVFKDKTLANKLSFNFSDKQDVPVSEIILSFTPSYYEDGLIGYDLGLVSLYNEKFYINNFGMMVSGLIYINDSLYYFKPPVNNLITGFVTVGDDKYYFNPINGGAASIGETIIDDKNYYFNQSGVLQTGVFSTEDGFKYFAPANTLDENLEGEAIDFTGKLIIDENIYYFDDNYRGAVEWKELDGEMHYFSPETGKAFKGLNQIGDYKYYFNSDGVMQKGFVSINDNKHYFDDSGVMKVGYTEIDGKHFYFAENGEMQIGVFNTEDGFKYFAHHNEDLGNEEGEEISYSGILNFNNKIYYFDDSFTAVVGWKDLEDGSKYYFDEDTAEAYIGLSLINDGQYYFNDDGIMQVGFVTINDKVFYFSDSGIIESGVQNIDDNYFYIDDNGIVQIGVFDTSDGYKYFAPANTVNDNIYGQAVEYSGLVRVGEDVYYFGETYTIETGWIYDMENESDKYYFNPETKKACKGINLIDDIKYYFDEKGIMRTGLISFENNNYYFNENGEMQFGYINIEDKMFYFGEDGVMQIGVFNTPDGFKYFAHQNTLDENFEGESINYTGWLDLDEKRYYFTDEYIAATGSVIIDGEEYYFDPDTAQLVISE
PfHsp40 yeast: restores yeast growth despite PfHsp40 toxicity. S. cerevisiae expressing PfHsp40, growth rescue, ATP luminescence. growth rescue, % at 12.5 µM. hit rate 0.68% among 340,000; in the data active = growth rescue above about 28%, passing the limit was not always enough; inconclusive = no clear call, values can overlap the other calls;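 also: yeast W303a lacking pdr1 and pdr3 grown in galactose medium; growth measured after three days at 30 °C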
Starred values were filed as active, the others as inactive; ? = inconclusive; . = not tested or not shown; & = joins results of further samples. Rule as the data show it, unless noted: active = inhibition above about 30%; inconclusive = no clear call, values can overlap the other calls; inactive = below that.

molecule	Anthrax LF inh2	Yp Topo-I inh	PfHsp40 yeast	BoNT-A LC inh2	FadD28 binding	PrPC TRFRET	CCHF vOTU inh	TcdB inh	BoNT-F LC inh
O=C(C1=C[C@@H](c2ccc(C(F)(F)F)cc2)C[C@@H](OCc2ccc(CO)cc2)O1)N1CCN(Cc2ccc3c(c2)OCO3)CC1	-5	26	-0.8	-1.0	-3.4	-2	22	3.5&0.1	-6
Cc1ccc(Cl)c(NC(=O)COC(=O)c2ccccc2C(=O)c2ccc(Cl)c([N+](=O)[O-])c2)c1Cl	2	21	0.4	-1.5	-0.2	-6	4	.	-7
CCC(C)N(C(=O)c1csnn1)C(C(=O)NC1CCCC1)c1ccc(F)cc1 (stereo not given)	3	5	0.4	-3.0	-2.9	1	2	-0.4	-13
CCCCC(=O)Nc1cccc(-c2nc3ncccc3o2)c1C	10	-10	0.2	-1.0	-0.6	5	17	-5.2	21
Cc1nc([N+](=O)[O-])cn1CC(O)c1ccc(-c2ccccc2)cc1 (stereo not given)	-2	-1	-0.1	0.7	-1.2	-4	-14	-3.7	-1
CC1=CC(C)(C)C(C(=O)O)C(C(=O)O)C1 (stereo not given)	-2	-1	1.8	-0.1	-2.9	0	-8	.	6
Cc1ccc(NC(=S)NN2CCN(C)CC2)c(C)c1	-1	-7	-0.9	-0.2	-3.9	4	3	1.2	7
CCN(CC)CCCN(Cc1cc2cc3c(cc2[nH]c1=O)OCO3)C(=S)Nc1ccc(OC)cc1	-3	-1	3.3	-0.7	-4.0	1	-21	0.3	-4
Cc1cc(C)c(S(=O)(=O)NCCOc2ccccc2)c(C)c1-n1cnnn1	3	7	0.2	-0.5	-4.5	-1	-22	1.8	-14
Cc1noc(C)c1C(=O)OCC(=O)c1cc(C)n(Cc2ccccc2Cl)c1C	-17	21	2.2	-2.0	-3.1	7	5	.	-4
Cc1cnc2c(C(=O)O)cnn2c1	-8	6	0.0	0.2	-4.3	-3	6	1.0	2
O=C(NCCO)C(=O)c1c(-c2ccc(Cl)cc2)cc2ccccn12	-4	-1	1.7	-0.6	-3.9	-11	-1	-0.2	1
Cc1cccc(NC(=S)NC(=O)c2ccc(Br)o2)c1	-3	6	16	-0.8	0.9	2	5	0.4	-10
CCN(CC)S(=O)(=O)c1cc(C(=O)OCC(=O)Nc2cccc(Br)c2)ccc1F	-1	8	2.5	0.5	56*	-4	5	.	-6
CC(C)(C)NC(=O)CCN(/N=C/c1ccccc1O)C1=NS(=O)(=O)c2ccccc21	3	-2	-0.8	-3.7	.	5	8	0.1	-18
COc1ccc(NC2CCCN(C(=O)c3cc(C)nc4cc(F)ccc34)C2)cc1 (stereo not given)	0	-4	1.4	-1.1	-1.1	1	-5	3.8	-3
CCOc1ccc(NC(=O)CSc2nnc(C(C)C)n2CC)cc1	-2	-4	-0.5	-0.3	-1.2	5	4	.	-14
COc1ccccc1CNC(=O)COC(=O)/C=C/c1ccc2c(c1)OCO2	1	23	4.9	-0.5	-0.5	-2	4	0.2	-5
c1ccc2c(N3CCCCC3)nc(N3CCOCC3)nc2c1	-3	9	-0.9	-0.8	1.4	-5	1	-3.7	-4
Cc1cc(C)cc(NS(=O)(=O)c2ccc(F)cc2)c1	-9	4	0.9	0.6	-1.6	18	1	-2.2	-7
CCOc1ccccc1C(=O)N[C@H](C(=O)OCc1cc(=O)oc2cc(C)ccc12)C(C)C	-5	-4	0.0	-0.5	-1.6	-2	8	0.5	-10
O=C(CSc1nnc(Cc2cc(=O)[nH]c(=O)[nH]2)n1-c1ccc(F)cc1)NC1CCCC1	-4	3	-1.0	-0.2	0.2	-5	0	1.3	2
COc1cc(CN2C(=O)C(Cc3ccccc3)ON=C2c2ncccc2C)cc(OC)c1 (stereo not given)	4	20	.	-0.6	-1.7	-1	0	0.0	-1
CN(C)NC(=S)NC(=O)C12CC3CC(CC(C3)C1)C2	0	-4	1.6	-0.4	-2.8	7	1	1.2	-5
CCCCOc1cccc(OCCCC)c1C(=O)Nc1cc(C)on1	2	29	1.0	0.6	-3.6	11	21	.	5
CCCn1cc(SCC(=O)Nc2ccc3c(c2)OCO3)c2ccccc21	1	30	3.7	-0.2	-2.7	16	0	-1.9	-8
CCN(CC(=O)NCc1cccs1)C(=O)/C=C/c1cc(OC)c(OC)c(OC)c1	-3	-7	0.3	0.8	-4.5	8	-14	0.2	6
CCOc1ccc(C(=O)NCC(C)NC(=O)c2ccc(OCC)cc2)cc1 (stereo not given)	1	-15	0.3	-2.8	-3.4	4	-2	-1.0	-7
Cc1cc2oc(=O)cc(C)c2cc1NC(=O)CCC(=O)O	0	-3	0.0	-0.4	-1.7	4	4	0.2	-8
CCc1ccc(OCC(=O)Nc2cccc3nsnc23)cc1	2	44	-1.4	3.8	0.5	-1	-11	0.2	-2
COc1cccc(OC(=O)CSc2nnc(-c3ccccc3Br)o2)c1	4	17	-0.1	-0.1	-2.5	32*	-11	.	12
O=S(=O)(c1ccc2c(c1)OCCO2)N1CCN(S(=O)(=O)c2ccccn2)CC1	0	11	-0.8	0.0	0.1	2	5	0.8	-1
COc1ccc(C2CC(c3ccc(Cl)cc3Cl)n3nc(N)nc3N2)cc1 (stereo not given)	1	3	0.2	-0.1	-4.8	1	5	1.2	-7
Cc1ccc2nsnc2c1S(=O)(=O)N1CCCC1	-4	-4	-1.8	-0.5	-2.8	-26	3	.	-3
Cc1ccc(CNC(=O)/C=C/[C@H]2O[C@@H](n3cc(C)c(=O)[nH]c3=O)C[C@@H]2O)o1	0	.	.	-1.7	-1.0	-8	1	0.1	-3
COc1ccc(C)cc1NC(=O)C(c1ccccc1)N1CCN(CC(=O)N2CCCC2)CC1 (stereo not given)	0	23	-0.4	-1.2	-3.2	-12	3	1.6	-2
CCOC(=O)N1CCN(C(=O)/C(=C/c2ccc(F)cc2)NC(=O)c2ccccc2)CC1	-4	4	-1.0	-0.3	0.4	-4	-12	0.8	7
CC(=O)N1CCc2cc(Br)cc(S(=O)(=O)NCCCN3CCC(C)CC3)c21	-2	5	-1.5	-1.1	-0.2	-9	9	.	-58
O=C1C2CC=C(Cl)CC2C(=O)N1CCC[n+]1ccccc1 (stereo not given)	-1	-4	-1.9	?	-2.9	-1	-3	.	2
COc1ccccc1N(CC(=O)NCC1CCCO1)C(=O)Cn1nnc(-c2cccs2)n1 (stereo not given)	-3	8	1.1	-1.8	-2.8	-8	-4	1.4	-7
CCc1noc(C)c1C(=O)NNC(=O)c1ccccc1F	-5	7	-0.1	-5.4	-0.4	2	0	0.7	-10
COC(=O)c1c(C)oc(C)c1S(=O)(=O)N1CCCC1	1	-1	0.0	0.1	-3.1	-2	-5	0.3	6
O=C1CCCN1CN(C(=O)c1ccc2c(c1)OCO2)c1ccc(F)cc1	-3	3	1.0	?	-2.0	5	-1	.	-7
Cc1cc(NC(=O)CSc2ccc3nnc(-c4cccs4)n3n2)no1	-16	-3	-0.8	0.6	0.2	-11	9	1.1	2
CC(C)NC(=O)CC1C(=O)N(Cc2ccccc2)C(C)c2nc3ccccc3n21 (stereo not given)	3	0	1.2	-0.1	-2.1	8	3	0.8	-2
CN(C)CCCNc1c2c(nc3cc(-c4cccc(F)c4)nn13)CCC2	0	-9	1.1	-0.5	-2.6	1	-11	1.1	-3
O=C1c2ccccc2C(=O)N1CCc1nn[nH]n1	-1	-7	-0.3	-0.4	-0.8	-7	1	.	13
CC(=O)Nc1ccc(CNc2nc(NC(C)C)nc3ccsc23)cc1	-5	3	.	0.2	-1.8	-9	4	1.8	1
CCOC(=O)C1=C(C)N(CCCC(=O)O)C(=O)NC1C(CC)CC (stereo not given)	-2	-1	0.3	-0.9	-4.5	5	1	0.1	-4
C=CCc1ccc(OCCOc2ccc(/C=N/n3cnnc3)cc2OCC)c(OC)c1	-1	-5	0.4	0.2	-2.6	-1	13	.	-6
COc1ccc(/C=N/n2c(C)cc(C)cc2=O)cc1	3	7	0.9	0.9	0.0	-2	-3	0.7	5
CCCc1c(C)nc2scc(-c3ccc(Cl)cc3)n2c1=O	-3	3	.	0.2	-0.4	2	-6	-3.4	-7
COc1cc(-c2nnc(SCC(=O)NC3CCS(=O)(=O)C3)o2)cc(OC)c1OC (stereo not given)	0	2	1.4	0.3	-3.2	-9	0	1.2	0
CC(C)C[C@H](NC(=O)[C@@H]1Cc2ccccc2CN1C(=O)OC(C)(C)C)C(=O)NCC1CCC(C(=O)O)CC1 (stereo not given in full)	-1	2	0.2	0.3	-2.6	9	-8	-1.0&-0.2	0
O=C1c2cccc3cccc(c23)N1Cc1ccc(F)cc1	1	21	3.0	1.7	-6.0	4	0	1.4	-4
O=C(CCNC(=O)N1CC(=O)Nc2ccccc21)NCc1ccccc1	0	1	.	0.0	-1.0	3	10	0.3	2
COc1ccc(C)cc1NC(=O)CN(C)S(=O)(=O)c1ccc2c(c1)CC(C)N2C(C)=O (stereo not given)	-1	7	0.7	0.3	-3.7	8	4	-0.3	-2
O=[N+]([O-])c1ccc(O)c(C=Nc2cccc3ccccc23)c1	-7	-13	-1.3	1.1	-2.5	0	-6	1.5	-26
Cc1ccc(NC(=O)CCn2c(=O)c3cccn3c3ccccc32)cc1C	2	27	1.8	6.5	-3.2	14	-4	1.7	12
CCOC1=C2CN(S(=O)(=O)c3ccc(C)cc3)[C@@H](c3ccccc3)C[C@H]2[C@H]2C(=O)N(c3ccccc3)C(=O)[C@H]2C1	-3	.	.	0.9	-4.7	3	0	0.8	-3

Later entries:
molecule	Anthrax LF inh2	Yp Topo-I inh	PfHsp40 yeast	BoNT-A LC inh2	FadD28 binding	PrPC TRFRET	CCHF vOTU inh	TcdB inh	BoNT-F LC inh
CCOc1ccc2[nH]c(C(=O)N/N=C/c3ccc(OC)cc3)cc2c1	15	-1	-1.6	1.4	-0.4	12	-4	2.3	4
COC(=O)c1ccc(COc2ccc(C)cc2[N+](=O)[O-])o1	-3	-1	0.4	0.3	-0.2	7	-8	0.6	0
CCn1cc(C2C3=C(CC(C)(C)CC3=O)N(c3ccccc3)C3=C2C(=O)CC(C)(C)C3)c(C)n1	0	-15	0.1	0.3	0.2	-4	-24	.	1
Clc1ccc(/C=C/c2nc3ccccc3[nH]2)cc1	-23	8	-3.1	2.4	-9.8	7	-71	.	-5

Screens deposited in PubChem BioAssay by several laboratories.
